HTR5A ag ctr: counter-screen for OPRM1-OPRD1 agonists: human HTR5A agonism | P47898 | HTR5A agonist assay, luminescence, cell-based | activation, % at 9.3 µM | 340,000 compounds, 0.61% hits | AID 504692; in the data active means activation mostly above about 9.5%, no sharp cut-off; inactive means mostly below about 7.6%;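 further: 0% = cells with vehicle only and 100% = reference agonist; strong numbers were not always called active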
MOR-DOR inv ag: inverse agonists of human mu-delta opioid receptor heterodimerization. P35372+P41143. cell-based MOR-DOR heterodimer luminescence, inverse agonism. inhibition, % at 9.3 µM. 340,000 compounds, 0.21% hits. AID 504357; in the data active means inhibition above about 22%, passing the limit was not always enough;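 further: 0% = cells with DMSO and 100% = wells without cells with DMSO; values of inactives mirror those of a sister screen read the other way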
PKA-R1A activ: PKA-R1A complex activation | activation, % at 11.4 µM | PKA-R1A dissociation, Cy5-IP20 fluorescence polarization; scaled: DMSO 0%, 113 µM cGMP 100% | P00514+P68181 | 340,000 compounds, 0.083% hits | AID 504707;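 active means percent activation above the mean of all tested compounds plus 3 SD, cut at about 19% in these data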;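 further: higher means more PKAc released from R1A so a rise in polarization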
Pemphigus Ab inh: blocks pemphigus antibody binding to human desmoglein-3; P32926; DSG3-coupled beads, scFv-anti-DSG3-GFP binding, flow cytometry; stronger effect = lower value; binding (percent of control), % at 10 µM; 310,000 compounds, 0.48% hits;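 active means binding more than 3 SD below its plate's average and above zero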; further: some compounds called inactive have numbers as strong as hits
Arr AP2 block: human beta-arrestin and AP2 interaction inhibition; FITC-arrestin peptide / GST-AP2 beads, flow cytometry; AP2 beta2 appendage carries R879A mutation; inhibition, % at 10 µM; 340,000 compounds, 0.31% hits; AID 504490;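 active means inhibition above a set limit, near 3 SD of compounds lacking own fluorescence, cut at about 54% in these data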;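 further: plate controls were DMSO wells for no effect and 5 µM unlabelled arrestin peptide for full effect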
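System: GST-AP2 R879A glutathione beads | Also added: FITC-arrestin peptide, 50 nM | Times: 12 min plus 1 h, RT | Signal: Bead flow cytometry, FITC channel | Buffer or medium: PBS with 0.05% Tween 20 and 0.1% BSA | Read-out basis: Percent drop in bead-associated FITC signal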
OPRM1-OPRD1 ag: agonists of human mu-delta opioid receptor heterodimerization | P35372+P41143 | cells, OPRM1-OPRD1 heterodimerization, luminescence | activation, % at 9.3 µM | 340,000 compounds, 0.3% hits; in the data active means activation above about 18%;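 further: 0% = vehicle-treated cells and 100% = reference agonist; values of inactives mirror those of a sister screen read the other way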
V-ATPase pHluor: regulators of yeast V-ATPase proton transport. S. cerevisiae, pHLuorin cytosolic pH fluorescence. response, % at 10 µM. 350,000 compounds, 0.37% hits; in the data active means response mostly above about 7.3%, no sharp cut-off; inactive means mostly below about 5.4%; further: actives read high; inactives centre near 0; some compounds called inactive have numbers as strong as hits; reference of the scale not given here
DAGLB inh: blocks human DAGLB lipase activity; Q8NCG7; HEK293T DAGLB membrane lysate, EnzChek fluorogenic substrate; inhibition, % at 5.17 µM; 340,000 compounds, 0.059% hits; AID 504411; in the data active means inhibition above about 34%;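 further: 0% = enzyme with vehicle and 100% = wells lacking enzyme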
Target sequence (Q8NCG7 whole entry, looked up): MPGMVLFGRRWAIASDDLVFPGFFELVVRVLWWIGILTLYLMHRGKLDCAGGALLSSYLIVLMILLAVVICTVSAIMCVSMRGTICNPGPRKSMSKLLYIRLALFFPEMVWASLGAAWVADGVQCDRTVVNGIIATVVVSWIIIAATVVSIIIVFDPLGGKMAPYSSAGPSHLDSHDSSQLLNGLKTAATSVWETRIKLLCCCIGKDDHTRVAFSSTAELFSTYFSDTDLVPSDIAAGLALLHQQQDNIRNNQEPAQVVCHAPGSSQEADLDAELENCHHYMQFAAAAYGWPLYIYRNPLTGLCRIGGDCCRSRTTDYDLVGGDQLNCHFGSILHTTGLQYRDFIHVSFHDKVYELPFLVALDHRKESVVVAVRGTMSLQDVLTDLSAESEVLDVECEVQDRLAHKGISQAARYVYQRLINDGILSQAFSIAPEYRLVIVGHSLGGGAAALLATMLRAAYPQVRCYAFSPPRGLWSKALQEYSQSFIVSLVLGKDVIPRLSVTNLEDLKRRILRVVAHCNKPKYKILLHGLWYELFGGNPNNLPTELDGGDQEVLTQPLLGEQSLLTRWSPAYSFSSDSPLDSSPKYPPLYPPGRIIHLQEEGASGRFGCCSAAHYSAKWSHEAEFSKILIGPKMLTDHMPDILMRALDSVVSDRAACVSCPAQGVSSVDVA
PKA-R2B activ: PKA-R2B complex activation; activation, % at 11.4 µM; AID 504700; 340,000 compounds, 0.079% hits; PKA-R2B holoenzyme dissociation, Cy5-IP20 fluorescence polarization; R2B truncated from residue 108, S112A mutant; 0% DMSO only, 100% 113 µM cGMP;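 active means activation above a cutoff set at the mean over all compounds plus 3 SD, cut at about 18% in these data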;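 further: higher means more holoenzyme dissociation and a rise in polarization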
HTR5A inv ag: HTR5A inverse agonism, opioid heterodimer counter-screen; HTR5A cell line, luminescence; P47898; 340,000 compounds, 0.083% hits; inhibition, % at 9.3 µM; in the data active means inhibition mostly above about 23%, no sharp cut-off; inactive means mostly below about 18%;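 further: 0% = cells with DMSO and 100% = no-cell wells with DMSO; some compounds called inactive have numbers as strong as hits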
* = called active by the depositor; nt = no result given.

1	CCOC(=O)CN1CC23C=CC(O2)C(C(=O)Nc2ccc4c(c2)OCO4)C3C1=O (stereo unspecified)
2	Cc1ccc(N/N=C2\CS(=O)(=O)N(C)c3ccsc32)cc1
3	CC(C)c1cc(=O)n2[nH]c(SCc3ccccc3)nc2n1
4	COCCNC(=S)N1CCC(NC(=O)c2ccco2)CC1
5	Cc1c(C(=O)O)sc(S(=O)(=O)N2CCN(C(=O)Cc3ccc(Cl)cc3)CC2)c1C(=O)O
6	O=C(NNC(=S)NCc1ccccc1)c1cccc([N+](=O)[O-])c1
7	COc1cc([N+](=O)[O-])ccc1NC(=O)CSc1nnc(C)c(C)n1
8	COc1ccc(NC(=O)c2ccc(COc3ccccc3)o2)c(OC)c1
9	CNc1nn(-c2cccc(Cl)c2)nc1N
10	O=C(COC(=O)Cc1cccc(F)c1)NC(=O)NC1CCCCC1
compound no.,1,2,3,4,5,6,7,8,9,10
HTR5A ag ctr,1,-4,-2,0,4,1,1,0,-8,3
MOR-DOR inv ag,-1,-49,2,-2,1,10,-24,4,7,-7
PKA-R1A activ,0,-8,1,-8,-8,-9,-4,-7,-3,-1
Pemphigus Ab inh,97,102,101,119,112,108,118,100,nt,91
Arr AP2 block,24,-9,-7,-8,-2,19,-19,-8,39,-4
OPRM1-OPRD1 ag,0.1,9.7,-0.4,0.4,-0.2,-2.0,4.9,-0.9,-1.3,1.4
V-ATPase pHluor,8,-2,4,1,4,3,1,-1,-3,6
DAGLB inh,2,2,-2,2,1,4,1,-6,2,-3
PKA-R2B activ,9,2,5,-2,7,-14,-4,-2,-3,-7
HTR5A inv ag,-2,10,5,-2,-11,-1,-3,0,16,-15

Four entries from above in another layout.
2	Cc1ccc(N/N=C2\CS(=O)(=O)N(C)c3ccsc32)cc1
  HTR5A ag ctr: -4
  MOR-DOR inv ag: -49
  PKA-R1A activ: -8
  Pemphigus Ab inh: 102
  Arr AP2 block: -9
  OPRM1-OPRD1 ag: 9.7
  V-ATPase pHluor: -2
  DAGLB inh: 2
  PKA-R2B activ: 2
  HTR5A inv ag: 10
10	O=C(COC(=O)Cc1cccc(F)c1)NC(=O)NC1CCCCC1
  HTR5A ag ctr: 3
  MOR-DOR inv ag: -7
  PKA-R1A activ: -1
  Pemphigus Ab inh: 91
  Arr AP2 block: -4
  OPRM1-OPRD1 ag: 1.4
  V-ATPase pHluor: 6
  DAGLB inh: -3
  PKA-R2B activ: -7
  HTR5A inv ag: -15
6	O=C(NNC(=S)NCc1ccccc1)c1cccc([N+](=O)[O-])c1
  HTR5A ag ctr: 1
  MOR-DOR inv ag: 10
  PKA-R1A activ: -9
  Pemphigus Ab inh: 108
  Arr AP2 block: 19
  OPRM1-OPRD1 ag: -2.0
  V-ATPase pHluor: 3
  DAGLB inh: 4
  PKA-R2B activ: -14
  HTR5A inv ag: -1
8	COc1ccc(NC(=O)c2ccc(COc3ccccc3)o2)c(OC)c1
  HTR5A ag ctr: 0
  MOR-DOR inv ag: 4
  PKA-R1A activ: -7
  Pemphigus Ab inh: 100
  Arr AP2 block: -8
  OPRM1-OPRD1 ag: -0.9
  V-ATPase pHluor: -1
  DAGLB inh: -6
  PKA-R2B activ: -2
  HTR5A inv ag: 0

(list continues)
11	Cc1onc(-c2ccccc2)c1C(=O)c1ccccc1
12	N=c1n(Cc2ccccc2)c2ccccc2n1CC(O)c1ccccc1 (stereo unspecified)
13	CN(C(=O)c1cccc(Nc2ccc(-c3ccc4c(c3)OCCO4)nn2)c1)C1CCCCC1
14	Cc1ccccc1C(=O)Nc1nnc(SCC(=O)NC2CC2)s1
15	O=C(NC1CCCC1)c1sc(=S)n2c1[nH]c(=O)c1ccccc12
16	O=C(Nc1nc(-c2ccncc2)cs1)c1ccc(S(=O)(=O)N2CCOCC2)cc1
17	CC(=O)CS(=O)(=O)c1ccc(Oc2ccc(S(=O)(=O)CC(C)=O)cc2)cc1
18	CS(=O)(=O)N(CC(=O)NC1CCCC1)c1ccc2c(c1)OCCO2
19	CC(C)c1ccc(CNC(=O)C2CC(=O)N(C3CCCCC3)C2)cc1 (stereo unspecified)
20	CCOC(=O)N1CCN(S(=O)(=O)c2ccc3c4c(cccc24)C(=O)N3)CC1
compound no.,11,12,13,14,15,16,17,18,19,20
HTR5A ag ctr,-3,-3,12,2,4,3,0,2,-4,-1
MOR-DOR inv ag,-2,-1,-13,20,17,5,10,21,3,5
PKA-R1A activ,-4,6,0,5,1,3,-10,-3,-8,-2
Pemphigus Ab inh,99,nt,119,103,nt,105,nt,nt,110,nt
Arr AP2 block,24,1,-1,-3,23,2,0,-6,-12,8
OPRM1-OPRD1 ag,0.3,0.1,2.2,-3.8,-3.0,-0.8,-2.1,-4.6,-0.8,-0.8
V-ATPase pHluor,1,1,-1,2,2,1,2,-2,0,4
DAGLB inh,-4,1,-1,2,5,0,3,2,0,0
PKA-R2B activ,10,-8,4,2,-4,-1,9,-3,-2,4
HTR5A inv ag,-23,-7,-20,-1,-18,-14,-18,18,11,5

Down the list, quoted from above:
Compounds 16–19 in V-ATPase pHluor, in turn: 1, 2, -2, 0
Compounds 16–19 in PKA-R2B activ, in turn: -1, 9, -3, -2
Compounds 16–19 in DAGLB inh, in turn: 0, 3, 2, 0

Look-ups from the entries so far:
PKA-R1A activ, compound 18 is entered as -3
OPRM1-OPRD1 ag, compound 16 is entered as -0.8

More records.
21	Cc1cccc(C)c1NC(=O)CN1CCN(C(=O)C2CCC2)CC1
22	COc1ccc(CCC(=O)N2CCN(S(=O)(=O)c3ccc(OC(F)(F)F)cc3)CC2)cc1
23	Cc1cccc(C(=O)OCC(=O)NC23CC4CC(CC(C4)C2)C3)c1O
24	CN1C(=O)CC(C(=O)O)SC1=Nc1cc(Cl)cc(Cl)c1 (stereo unspecified)
25	NC(=O)Cn1cc(/C=N\NS(=O)(=O)c2ccccc2)c2ccccc21
26	Cc1ccc(C(=O)N2CCNC(=O)C2CC(=O)Nc2ccccc2)cc1 (stereo unspecified)
27	Cc1noc(C)c1S(=O)(=O)N(C)C[C@H]1Oc2ccc(NS(=O)(=O)c3cn(C)cn3)cc2C(=O)N([C@H](C)CO)C[C@@H]1C
28	N#Cc1cccc(CS(=O)(=O)c2ccc(Cl)cc2)c1
29	CCOc1ccccc1NC(=O)CN(c1cc(C)cc(C)c1)S(=O)(=O)c1c(C)noc1C
30	CC(C)(C)N(Cc1ccccc1)C(=O)CN1C(=O)c2ccccc2S1(=O)=O
compound no.,21,22,23,24,25,26,27,28,29,30
HTR5A ag ctr,6,6,2,-2,3,-1,2,0,9,-3
MOR-DOR inv ag,-4,8,-3,24,15,6,19,17,12,7
PKA-R1A activ,6,1,-6,-11,4,-7,-11,-7,2,-9
Pemphigus Ab inh,111,nt,96,123,92,105,108,97,104,122
Arr AP2 block,21,2,-1,31,28,0,11,5,1,-21
OPRM1-OPRD1 ag,0.6,-2.2,0.6,-4.4,-2.8,-1.2,-4.1,-3.8,-2.3,-1.4
V-ATPase pHluor,-2,-7,-3,1,-3,3,1,1,1,1
DAGLB inh,-2,-5,-8,2,1,2,-2,-2,-1,-1
PKA-R2B activ,5,1,0,-11,8,-13,-11,0,-10,-2
HTR5A inv ag,-4,-8,-8,16,5,-5,-5,-1,-28,12

31	O=C(NCc1ccccc1)c1ccc(Oc2ccc(C(=O)NCc3ccccc3)cc2)cc1
32	Cc1cc(NC(=O)CSc2nc3c(C)c(C)ccc3cc2C)no1
33	CCCC(=O)Nc1nnc(SCC(=O)N2C(C)CCCC2C)s1 (stereo unspecified)
34	Cc1cc2c(cc1S(=O)(=O)NCc1ccccc1Cl)OCCN2C
35	Nc1nc(-c2ccccc2)nc(-c2ccccc2O)n1
36	Cc1cccc(Cn2c(O)c(N=NC(=S)Nc3ccccc3F)c3ccccc32)c1
37	CC(=O)c1c(C)[nH]c(C(=O)OCCOc2ccccc2)c1C
38	CCCN1C(=O)/C(=C/c2nc3ccccc3c(=O)[nH]2)c2ccccc21
39	O=C(CCN1C(=O)C2CC=C(Cl)CC2C1=O)NCc1ccco1 (stereo unspecified)
40	COC(=O)C1=C(C)N=c2s/c(=C/c3cccs3)c(=O)n2C1c1cccs1 (stereo unspecified)
41	NS(=O)(=O)c1ccc(NC(=O)c2ccc(OCC3CCCO3)cc2)cc1 (stereo unspecified)
42	CCn1c(=O)n(CC(=O)NC2CCCC(C)C2C)c(=O)c2ccccc21 (stereo unspecified)
compound no.,31,32,33,34,35,36,37,38,39,40,41,42
HTR5A ag ctr,4,3,1,-3,-1,6,2,-1,1,2,3,3
MOR-DOR inv ag,-1,6,3,1,-12,-2,0,12,12,10,-3,20
PKA-R1A activ,0,-7,2,-10,-1,4,-11,-8,-12,1,-2,-2
Pemphigus Ab inh,104,94,nt,100,106,95,nt,86,87,92,137,nt
Arr AP2 block,-3,14,4,-3,-3,8,10,-1,5,-4,16,2
OPRM1-OPRD1 ag,0.2,-0.9,-0.4,-0.2,2.0,0.4,0.0,-2.4,-2.0,-1.7,0.7,-4.8
V-ATPase pHluor,3,-3,4,-1,0,3,-2,-1,4,-1,3,4
DAGLB inh,6,-6,0,1,-3,3,-3,3,0,-2,3,-3
PKA-R2B activ,-1,-7,9,-6,-2,4,-6,-13,-6,5,-3,-4
HTR5A inv ag,-11,4,-2,9,-16,-17,-14,-15,-16,18,-14,-6

High-throughput results: PubChem BioAssay, several laboratories
